Screens from PubChem BioAssay.
HEK293 tox: cytotoxic in the GLP-1 receptor inverse agonist counter-screen; HEK293 cAMP-luciferase reporter cells, luminescence, 24 h; Potency, µM (doses to about 38.3 µM), for inactives: at the top dose activity change, negative = inhibition, most hits filed as inhibitors; hit rate 0.13% among 410,000;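 note: loss of luciferase light is scored as toxicity; % is set by controls: 0 for no effect and ±100 for the full control effect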
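Here, cytotoxicity is scored as loss of luminescence. The MLSMR collection was tested on cells seeded in medium containing 10% Nu serum, with a 24 hr compound exposure preceded by 12 hours of culture.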
PTHR1 agonist: agonists of human PTHR1 parathyroid hormone receptor; hit rate 0.075% among 410,000; Potency, µM (doses to about 115 µM), without a hit: at the top dose activation, hits mostly activators; HEK293 GP2 PTHR1 cells, GloSensor cAMP luminescence, 1 h; Q03431; note: nearly all actives have a fitted effect of over 55% in size; some results filed as inactive show a strong effect at the top dose; inactives centre near -15; many of its hits are not listed in these tables
Target sequence (Q03431 whole entry, looked up): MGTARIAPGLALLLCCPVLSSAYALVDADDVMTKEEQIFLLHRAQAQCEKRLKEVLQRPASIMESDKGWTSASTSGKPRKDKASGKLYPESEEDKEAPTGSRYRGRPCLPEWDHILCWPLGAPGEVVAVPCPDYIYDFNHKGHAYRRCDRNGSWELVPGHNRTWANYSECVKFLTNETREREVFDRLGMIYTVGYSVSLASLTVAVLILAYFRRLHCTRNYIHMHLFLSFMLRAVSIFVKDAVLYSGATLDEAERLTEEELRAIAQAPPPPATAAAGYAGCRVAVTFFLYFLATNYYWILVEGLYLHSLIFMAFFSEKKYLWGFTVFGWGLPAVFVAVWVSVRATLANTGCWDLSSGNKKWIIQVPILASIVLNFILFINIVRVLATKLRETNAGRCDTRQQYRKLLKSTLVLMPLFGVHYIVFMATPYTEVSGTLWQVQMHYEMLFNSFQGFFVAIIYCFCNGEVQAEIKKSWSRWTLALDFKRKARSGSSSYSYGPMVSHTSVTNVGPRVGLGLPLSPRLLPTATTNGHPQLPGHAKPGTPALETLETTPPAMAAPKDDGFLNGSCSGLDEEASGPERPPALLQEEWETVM
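HEK-293-derived GP2 cells expressing PTHR1 and a GloSensor cAMP reporter, 3,000/well, plated overnight, given luciferin plus IBMX (each 0.5 mM as added) for 1 h at 37 °C, then compound for 1 h at 37 °C. Luminescence was read after 15 min at room temperature.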
GLP1R inv ag: GLP-1 receptor (human) inverse agonism | P43220 | HEK293 GLP-1R CRE-luciferase, luminescence, 24 h; GLP-1R form is constitutively active | Potency, µM (highest dose often 38.3 µM), for the others: at the highest dose activity change, negative = inhibition, hits mostly inhibitors | hit rate 1.6% among 410,000; note: % is set by controls: 0 for no effect and ±100 for the full control effect; nearly all actives have a fitted effect of over 55% in size
Target sequence (P43220 whole entry, looked up): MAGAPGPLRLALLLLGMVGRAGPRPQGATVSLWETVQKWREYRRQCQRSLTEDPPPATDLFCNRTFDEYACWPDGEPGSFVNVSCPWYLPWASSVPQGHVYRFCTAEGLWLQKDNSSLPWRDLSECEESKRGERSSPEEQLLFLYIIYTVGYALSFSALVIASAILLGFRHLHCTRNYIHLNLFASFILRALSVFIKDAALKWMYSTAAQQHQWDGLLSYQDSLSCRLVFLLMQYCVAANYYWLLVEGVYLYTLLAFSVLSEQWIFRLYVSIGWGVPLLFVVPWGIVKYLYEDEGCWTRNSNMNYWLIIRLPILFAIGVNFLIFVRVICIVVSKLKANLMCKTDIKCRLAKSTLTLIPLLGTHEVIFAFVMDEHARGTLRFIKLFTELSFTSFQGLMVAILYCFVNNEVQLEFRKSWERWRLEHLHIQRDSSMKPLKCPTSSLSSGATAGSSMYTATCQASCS
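Using stably transfected HEK293 (constitutively active GLP-1R, cAMP-luciferase reporter), compounds were incubated 24 hr and luciferase measured by luminescence.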
* marks the source's active call; other numbers are inactive results; i = inactive; ? = inconclusive; [ ] = another dose, or the depositor's remark. Calls come from the whole dose curve; as a rule, active = well fitted curve in the direction sought with a large enough effect; inconclusive = small, poorly fitted or top-dose-only effect, or another doubt; inactive = no such curve, though single readings can be large; an effect the other way counts as inactive or inconclusive. Potency is the fitted concentration of half-maximal effect. Some of the compounds tested; count on the stated rates, not on these rows.

SMILES | HEK293 tox | PTHR1 agonist | GLP1R inv ag
Cc1ccc(O)c(NC(=O)CCSc2nc(-c3ccco3)cc(C(F)(F)F)n2)c1 | 1% | -2% | ?
COc1ccc(Cl)cc1NC(=O)CSc1nnc(C)n2c1cc1occc12 | -3% | i | 28%
Cc1cccc(OCc2ccc(-c3nc(C#N)c(N4CCN(c5ccccc5)CC4)o3)o2)c1 | -3% | 9% | 0%
CCCCOc1ccc(C2=NC(c3ccncc3)=Nc3ccc(OCC)cc3N2)cc1 | -2% | i | -2%
CCN1CCC(N(Cc2ccc(F)cc2)C(=O)Nc2cc(C)ccc2C)CC1 | -5% | -23% | ?
CCc1cccc(C)c1Nc1c(-c2ccc(N3CCOCC3)cc2)nc2ncccn12 | 53%[activator] | i | -9%
CCOC(=O)c1cc(-c2ccc(F)cc2)n(CCC(=O)Nc2ccccc2OC)c1C | -3% | -10% | 10µM*
COC(=O)c1cc2sc(C)cc2n1Cc1ccc(F)cc1Cl | 4% | i | -4%
CCCCNC(=O)CN1CCN(c2ccc(NC(=O)c3ccc(OC)cc3)cc2C(=O)O)CC1 | 1% | i | 2%
O=C(CCSCc1ccccc1F)N1CCN(c2ccc(F)cc2)CC1 | 3% | -18% | ?

Compounds above that contain a carbonyl joined to an NH by a bond outside any ring (5):
SMILES | HEK293 tox | PTHR1 agonist | GLP1R inv ag
Cc1ccc(O)c(NC(=O)CCSc2nc(-c3ccco3)cc(C(F)(F)F)n2)c1 | 1% | -2% | ?
COc1ccc(Cl)cc1NC(=O)CSc1nnc(C)n2c1cc1occc12 | -3% | i | 28%
CCN1CCC(N(Cc2ccc(F)cc2)C(=O)Nc2cc(C)ccc2C)CC1 | -5% | -23% | ?
CCOC(=O)c1cc(-c2ccc(F)cc2)n(CCC(=O)Nc2ccccc2OC)c1C | -3% | -10% | 10µM*
CCCCNC(=O)CN1CCN(c2ccc(NC(=O)c3ccc(OC)cc3)cc2C(=O)O)CC1 | 1% | i | 2%

Next entries:
SMILES | HEK293 tox | PTHR1 agonist | GLP1R inv ag
CCCOc1cccc(C(=O)Nc2ccc(-c3cc4ccccc4oc3=O)c(C)c2)c1 | 13% | -19% | 4µM*
CCCCN(CCCNC(=O)c1cc(Nc2ccc(OC)c(OC)c2)nc2ccccc12)Cc1ccccc1 | -24% | i | ?
Cc1ccc(NC(=O)CN2C(=O)CSc3ccc(S(=O)(=O)N(C)C)cc32)c(C)c1 | 1% | -23% | -6%
CCCc1ccc(OCC(=O)Nc2sc3c(c2C(=O)OCC)CCC(C(C)(C)C)C3)cc1 (centres undefined) | 10% | -1% | 0%
CCOC(=O)c1cc(-c2ccc(OC)c(S(=O)(=O)Nc3ccc(OC)cc3OC)c2)on1 | 3% | -68%[inhibitor] | 7%
COCCCNC(=O)c1sc2nc(C)c(C(=O)Nc3ccc(C)cc3C)c(-c3ccc(Br)cc3)c2c1N | 0% | i | ?
COc1ccc(CCNC(=O)Cc2c(C)c3c(cc(C)c4c(C)coc43)oc2=O)cc1 | -4% | -7% | 8%
Cc1ccc(C)c(N2CCN(C(=O)C(CC(C)C)NS(=O)(=O)c3ccc4nc(C)sc4c3)CC2)c1 (centres undefined) | 4% | -14% | ?
Fc1ccc(-c2cc(-c3nc(-c4ccccc4)no3)[nH]n2)cc1 | 1% | i | 8%
CC1CCN(C(=O)c2cc(-c3ccc(Cl)cc3)on2)CC1 | -7% | -27% | 14%
CCc1ccc(NS(=O)(=O)c2ccc(-c3cc(C)no3)cc2)cc1 | -1% | -72%[inhibitor] | ?
COc1cccc(CNC(=O)c2ccc(-c3nc(CS(=O)(=O)c4ccccc4)c(C)o3)cc2)c1 | 17% | -7% | ?
O=C(c1ccc(Br)cc1)N1CCC(c2nc3ccccc3s2)CC1 | 1% | i | ?
COc1ccc(-n2cc(C(=O)Nc3ccccc3C#N)c3ccccc3c2=O)cc1 | -15% | i | -4%
Cc1ccccc1OCC(=O)Nc1ccc2nc(SCC(N)=O)sc2c1 | -5% | -7% | 9%
CN(C)c1ccc(CNC(=O)c2ccc3nc(CCc4ccccc4)oc3c2)cc1 | 0% | i | 5%
Cc1ccccc1C(=O)Nc1nnc(S(=O)(=O)N2CCc3ccccc32)s1 | 3% | 8% | 5%
Cc1cccc(N2CCN(c3nc4ccc(C(=O)c5ccccc5)cc4n4cnnc34)CC2C)c1 (centres undefined) | 0% | -13% | 9%
CCOC(=O)Cc1ccc(NC(=O)N2CC(CC)Oc3ccccc32)cc1 (centres undefined) | -25% | i | -24%
Cn1cc(S(=O)(=O)c2ccccc2)c(=O)c2cc(F)c(N3CCN(c4ccc(F)cc4)CC3)cc21 | 0% | 61µM* | 7%

Three entries from above, sorted by formula weight, rising.
SMILES | HEK293 tox | PTHR1 agonist | GLP1R inv ag
CCOC(=O)Cc1ccc(NC(=O)N2CC(CC)Oc3ccccc32)cc1 (centres undefined) | -25% | i | -24%
O=C(c1ccc(Br)cc1)N1CCC(c2nc3ccccc3s2)CC1 | 1% | i | ?
Cc1cccc(N2CCN(c3nc4ccc(C(=O)c5ccccc5)cc4n4cnnc34)CC2C)c1 (centres undefined) | 0% | -13% | 9%

Later entries
SMILES | HEK293 tox | PTHR1 agonist | GLP1R inv ag
CC(C)CCNC(=O)CCCn1c(=O)c2cccn2c2ccccc21 | -13% | -5% | 5%
CCOc1ccc(NC(=O)c2ccc3c(c2)CCN3S(=O)(=O)CC)cc1 | -4% | -32%[inhibitor] | -9%
COc1ccc(NC(=O)CSc2nnc(NC(=O)Nc3ccc(OC)cc3)s2)cc1 | -3% | 30% | 9%
CC(=O)N1CCc2c(sc3c2c(=O)n(-c2cccc(Cl)c2)c(=O)n3Cc2ccc(F)cc2Cl)C1 | -4% | i | 5%
COc1ccc(-c2cc(C(F)(F)F)nc(SCC(=O)NCc3ccc(Cl)cc3)n2)cc1 | -3% | i | 0%
CCN(C(=O)c1ccc(C(=O)N(CC)c2ccccc2C)cc1)c1ccccc1C | -10% | -9% | -15%
Oc1ccccc1-c1nc(-c2cccs2)c(-c2cccs2)[nH]1 | -6% | -47%[inhibitor] | ?
Cc1ccc(Cl)cc1N1CCN(C(=O)c2cnn(C(C)(C)C)c2C2CCN(C(=O)OC(C)(C)C)CC2)CC1 | 2% | i | 5%
CCOc1ccc(CC(=O)N2CCc3cc(OC)c(OC)cc3C2COc2ccc3c(C)cc(=O)oc3c2)cc1 (centres undefined) | -6% | -10% | 3%
O=C(CN1CCN(CC(=O)Nc2ccccc2F)CC1)Nc1ccc(Cl)c(C(F)(F)F)c1 | -3% | i | ?
Cc1cccc(OCC(=O)Nc2ccc3oc(-c4ccccc4F)nc3c2)c1 | -12% | -6% | 3%
O=C(NCCc1csc(-c2ccc(Cl)cc2)n1)c1cccs1 | -8% | -47% | ?
COc1cccc(CN2C(=O)c3ccccc3C2C(=O)NCCc2ccc(OC)c(OC)c2)c1 (centres undefined) | 2% | 5% | 9%
CCOC(=O)c1ccc(NC(=O)C(Cc2ccccc2)NS(=O)(=O)c2ccc(Br)s2)cc1 (centres undefined) | 1% | i | -3%
Cc1nn2c(=O)cc(COC(=O)c3ccc(F)cc3)nc2s1 | -9% | -3% | 6%
Cc1ccc(Cl)cc1NC(=O)CCCn1c(=O)c2cccn2c2ccccc21 | 6% | i | 13%
CCOC(=O)/C(C#N)=C/c1ccc(-c2ccc(Br)cc2)o1 | 2% | -24% | 9%
CN(C)S(=O)(=O)c1ccc2c(c1)N(CC(=O)NCc1cccc(Br)c1)C(=O)CS2 | -8% | -31%[inhibitor] | ?
COc1ccc(/C=C\C(=O)NC2CC(=O)N(c3ccccc3)C2)cc1OC (centres undefined) | -1% | -25% | 3%
O=C(CN1C(=O)C2CCCCN2c2ccc(C(=O)N3CCCC3)cc21)NCc1ccc(F)cc1 (centres undefined) | 1% | -2% | -1%
Cc1ccc(-c2nn3c(=O)cc(CN4CCN(C(=O)/C=C/c5ccccc5)CC4)nc3s2)cc1 | 4% | 16% | 7%
CC(C)(C)OC(=O)N1CCC(c2c(C(=O)NCCN3CCOCC3)cnn2-c2ccc(F)cc2F)CC1 | -10% | -18% | 8%
Cc1cc(C)c2c(=O)cc(C(=O)Nc3sc4c(c3C#N)CCCC4)oc2c1 | -9% | i | 7%
CCN1CCc2c(sc(-n3cccc3)c2C(C)NC(=O)Nc2ccccc2C)C1 (centres undefined) | -3% | -18% | -7%
CCc1nnc2c(NCc3ccccc3OC)nc3ccccc3n12 | 1% | -16% | 1%
CCN(c1ccc(C)cc1C)S(=O)(=O)c1nnc(NC(=O)c2ccccc2OC)s1 | -9% | -43%[inhibitor] | ?
CC(=O)c1ccc(NC(=O)CN(C)S(=O)(=O)c2cnc[nH]2)cc1 | 4% | -2% | 2%
CCOc1ccccc1NC(=O)CN1Cc2ccccc2C1=O | 4% | i | 4%
CN(C)c1ccc(C(CNC(=O)c2ccccc2Cl)N2CCc3ccccc32)cc1 (centres undefined) | 1% | -4% | -3%
Cc1ccc(CSc2ncc(Cl)c(C(=O)NCCc3ccc(S(N)(=O)=O)cc3)n2)cc1 | 0% | -18% | 15%
CC(C)c1ccc(NC(=O)CSC2=Nc3ccccc3C3=NC(CCC(=O)NCc4ccco4)C(=O)N23)cc1 (centres undefined) | 8% | i | 5%
COc1ccc(Cl)cc1NC(=O)c1cc2nc(-c3ccc4c(c3)OCO4)cc(C(F)(F)F)n2n1 | -13% | i | -3%
Cc1ccc(-c2cc(C(=O)Nc3c(C(=O)c4ccccc4)oc4ccccc34)no2)cc1F | -3% | -23% | 11%
Cc1cc(Cl)ccc1OCC(=O)N(Cc1sccc1C)C1CCS(=O)(=O)C1 (centres undefined) | 1% | -18% | 2%
O=C(CSc1nccn1Cc1ccc(F)cc1)Nc1ccc2c(c1)OCCO2 | -1% | -64%[inhibitor] | 6%
O=C(CNC(=O)c1ccccc1Cl)OCc1cc(=O)n2nc(C3CC3)sc2n1 | -15% | -1% | 4%
CCOC(=O)c1cc(-c2ccc(OC)cc2)n(CCC(=O)Nc2cccc(C(C)=O)c2)c1C | -2% | -11% | 6%
N#Cc1nc(/C=C/c2ccc(F)cc2)oc1N1CCCCCC1 | 131%[activator] | -19% | ?
CC(C)NC(=O)C1CCN(C(=O)N2CC(C)Oc3ccccc32)CC1 (centres undefined) | 3% | i | 3%
COc1ccccc1NC(=O)C1=C(C)Nc2nc(SCc3ccc(Cl)cc3)nn2C1c1ccccc1Cl (centres undefined) | 1% | -16% | -23%
COc1ccc(-c2cc(C(=O)Oc3ccccc3)c3cc(C)ccc3n2)cc1 | -21% | -62%[inhibitor] | ?
COc1cccc(CNC(=O)c2cccc(N3CCCS3(=O)=O)c2)c1 | -6% | -12% | 8%
CCOC(=O)c1ccc(CN(Cc2ccccc2)S(=O)(=O)c2ccc(Cl)cc2)cc1 | 0% | i | ?
CCCSc1ncc(Cl)c(C(=O)Nc2ccc(OC)cc2OC)n1 | -3% | i | 4%
Cc1ccc(NC(=O)CC(C)S(=O)(=O)c2ccc3c(c2)NC(=O)CO3)c(C)c1 (centres undefined) | 2% | i | 16%
CS(=O)(=O)N1CCC(N2CCN(Cc3ccccc3)C(=O)C2=O)CC1 | 2% | i | -7%
CCCCOC(=O)c1ccc(Nc2nc3ccccc3c3nnc(C)n23)cc1 | 2% | -2% | 15%
Cc1cccc(CNC(=O)c2cnc3c(-c4cccc(C)c4)c(C)nn3c2C)c1 | 5% | i | -5%
CC1Cn2c(C(=O)NCCc3ccc(Cl)cc3)cc3cccc(c32)S1 (centres undefined) | 6% | -18% | ?
Cc1cc(C)cc(NS(=O)(=O)c2ccc3[nH]cc(C(=O)N4CCCC4)c(=O)c3c2)c1 | -1% | i | -3%

Next part.
SMILES | HEK293 tox | PTHR1 agonist | GLP1R inv ag
O=C(CCc1cn(Cc2ccccc2F)c2ccccc12)NCc1ccc(Cl)cc1 | 1% | -36%[inhibitor] | ?
COc1ccc(N2CC(NC(=O)CCCc3ccccc3)CC2=O)cc1 (centres undefined) | -1% | -10% | -11%
CCCN(C(=O)c1cc2c(s1)-c1c(C)cccc1OC2)c1ccc(OCC)cc1 | 4% | 10% | -2%
COc1ccccc1NC(=O)c1c(NC(=O)Cc2ccccc2)sc2c1CCC(C(C)(C)C)C2 (centres undefined) | -11% | i | 7%
CCc1ccccc1NC(=O)c1cnc2sc(N3CCOCC3)nn2c1=O | -8% | -21% | -9%
COc1cccc(Cn2c(CNS(=O)(=O)c3ccc(Cl)s3)nc3cccnc32)c1 | 5% | -70%[inhibitor] | ?
COc1cccc(NC(=O)c2oc3ccccc3c2NC(=O)C2CCCCC2)c1 | 2% | -29% | 3%
COc1ccc(NC(=O)CN2CCN(Cc3ccccc3)S2(=O)=O)c(OC)c1 | -7% | -18% | 8%
COc1ccc(NC(=O)c2sc3nc[nH]c(=O)c3c2C)cc1 | -6% | i | 5%
